# LMPTP inh – LMPTP phosphatase inhibitors, primary screen, biochemical, fluorescence intensity, uHTS | Low molecular weight phosphotyrosine protein phosphatase (Homo sapiens), P24666 | recombinant LMPTP-A, OMFP fluorogenic substrate | inhibition, % at 20 µM | hit rate 0.22% among 360,000 | AID 651560, 2012;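 active = compounds that cut the enzyme signal by at least half of the control window in the single-dose screen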;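 note: plate controls were DMSO wells with enzyme plus substrate for no effect and substrate without enzyme for full effect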
#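 Buffer or medium: Bis-Tris pH 6.0, DTT, detergent; Assay system: LMPTP-A enzyme; Quantity: 0.625 nM enzyme; Detection: endpoint fluorescence intensity; Times: 50 min dark incubation at room temperature; Controls: substrate-only low control, DMSO enzyme-plus-substrate high control; Doses: single 20 µM dose; Read-out: percent inhibition versus substrate-only and uninhibited controls; Reagent: 400 µM OMFP.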
# STEP block – STEP phosphatase inhibitors, primary screen, biochemical, fluorescence intensity, uHTS; Tyrosine-protein phosphatase non-receptor type 5 (Homo sapiens), P54829; hit rate 0.25% among 360,000; inhibition, % at 20 µM; recombinant STEP, OMFP fluorogenic substrate;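 active = inhibition at 20 µM, scaled per plate between control wells, above about 37%, limit read from the data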;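 note: 0% = DMSO with enzyme and substrate and 100% = substrate only without enzyme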
# Target sequence (P54829 whole entry, looked up): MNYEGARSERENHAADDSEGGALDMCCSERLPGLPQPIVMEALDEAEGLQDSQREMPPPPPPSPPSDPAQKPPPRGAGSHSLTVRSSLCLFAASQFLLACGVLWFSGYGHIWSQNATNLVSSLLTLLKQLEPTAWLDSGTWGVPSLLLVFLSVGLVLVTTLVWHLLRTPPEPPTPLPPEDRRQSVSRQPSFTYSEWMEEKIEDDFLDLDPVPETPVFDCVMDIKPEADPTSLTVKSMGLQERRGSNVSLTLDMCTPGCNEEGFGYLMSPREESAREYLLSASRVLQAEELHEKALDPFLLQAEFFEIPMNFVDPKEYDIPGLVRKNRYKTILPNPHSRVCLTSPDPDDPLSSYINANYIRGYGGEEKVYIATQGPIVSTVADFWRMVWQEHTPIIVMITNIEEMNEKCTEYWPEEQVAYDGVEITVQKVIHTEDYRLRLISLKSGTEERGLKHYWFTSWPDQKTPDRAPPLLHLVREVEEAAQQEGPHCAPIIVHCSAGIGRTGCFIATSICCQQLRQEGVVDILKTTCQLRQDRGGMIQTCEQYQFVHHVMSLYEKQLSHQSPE
#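 Material: STEP (striatal-enriched tyrosine phosphatase) enzyme, cell-free | Medium: 50 mM Bis-Tris pH 6.0 with 2.5 mM DTT and 0.005% Tween 20 | Read-out: Percent inhibition scaled to no-enzyme and uninhibited-enzyme controls, plate-pattern corrected | Signal: Fluorescence read at 480 nm ex / 540 nm em | Times: 20 min reaction, room temperature, in the dark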
# Scp-1 inhibitor – Scp-1 phosphatase inhibitors, primary screen, biochemical, colorimetric, uHTS. Carboxy-terminal domain RNA polymerase II polypeptide A small phosphatase 1 (Homo …. hit rate 0.88% among 340,000. Recombinant Scp1, phosphopeptide, malachite green phosphate absorbance. inhibition, % at 20 µM;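 active = inhibition above about 50% at 20 µM, limit read from the data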;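 note: plate controls were DMSO wells with enzyme for no effect and wells lacking enzyme for full effect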
# Target sequence (Q9GZU7 76-261 limits assumed): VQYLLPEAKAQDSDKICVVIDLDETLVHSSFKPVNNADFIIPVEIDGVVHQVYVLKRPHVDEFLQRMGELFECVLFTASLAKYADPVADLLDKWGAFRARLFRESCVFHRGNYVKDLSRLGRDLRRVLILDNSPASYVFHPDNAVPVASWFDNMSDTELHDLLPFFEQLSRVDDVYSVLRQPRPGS
#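 Test system: SCP-1 catalytic domain; Buffer or medium: Acidic Tris acetate buffer with magnesium and detergent; Also added: Phosphorylated 17-residue peptide substrate; Compound: single 20 µM dose, 1% DMSO; Schedule: enzyme reaction 45 min at room temperature, colour 5 min, stabilisation 30 min; Signal: Phosphate-binding colour reagent, absorbance read at 630 nm.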
# NadD inh – inhibitors of S. aureus NadD, primary screen, biochemical, colorimetric, uHTS; hit rate 0.78% among 360,000; Nicotinate-nucleotide adenylyltransferase NadD (Staphylococcus aureus N315); purified NadD enzyme, colorimetric absorbance read-out; inhibition, % at 20 µM; in the data active = inhibition above about 26%; note: some compounds past the cut are filed as inactive
# MsrA inhibitor – bovine MsrA enzyme inhibitors, primary screen, biochemical, absorbance, HTS. Methionine sulfoxide reductase A (Bos taurus). purified bovine MsrA, absorbance read-out. inhibition, % at 15.5 µM. hit rate 0.75% among 360,000; in the data active = inhibition above about 4.5%;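 note: 0% = vehicle wells with enzyme and 100% = reference inhibitor wells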
# DNMT1 inh – human DNMT1 methyltransferase inhibitors, primary screen, biochemical, molecular beacon, fluorescence, HinP1I cleavage, uHTS. DNA (cytosine-5)-methyltransferase 1 (Homo sapiens), P26358. inhibition (reported as % activation of signal), % at 10 µM. hit rate 0.83% among 360,000. AID 588458, 2011; in the data active = inhibition above about 50%
# TbMetRS inhib – T. brucei MetRS inhibitors, primary screen, biochemical, luminescence. methionyl-tRNA synthetase (Trypanosoma brucei brucei). purified T. brucei MetRS, ATP depletion, Kinase-Glo luminescence. inhibition, % at 11.9 µM. hit rate 0.4% among 360,000. AID 624268, 2012;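 active = inhibition above a per-plate cutoff of the control wells' mean inhibition plus 3 SD, cut at about 5.5% in these data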;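 note: 0% = DMSO wells median and 100% = median of wells with control inhibitor compound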
#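 Assay system: T. brucei methionyl-tRNA synthetase, purified | Medium: HEPES buffer with MgCl2, KCl, DTT, spermine, BSA, pyrophosphatase | Compound: 11.9 µM single point | Incubation: 15 min enzyme-compound preincubation, 2 h reaction, 10 min detection, 25 °C | Measured by: Kinase-Glo luciferase luminescence reporting remaining unconsumed ATP | Measure: % inhibition normalized to control-well medians | Replication: Singlicate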
# CSN deneddyl inh – inhibitors of CSN-mediated cullin deneddylation, primary screen, biochemical, fluorescence polarization, uHTS. hit rate 0.38% among 360,000. AID 651999, 2013. inhibition, % at 12.5 µM. Purified CSN, SCF-Nedd8-OG deneddylation;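 active = pattern-corrected inhibition above about 35%, with an unprinted fluorescence ratio check between 0.5 and 1.5, limit read from the data, passing the limit was not always enough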;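 note: 0% = enzyme with substrate and 100% = substrate without enzyme; some results filed as inactive read as strong as hits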
#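 Assay system: purified human Csn5 enzyme expressed in HEK293T cells; Input: 0.24 nM Csn5 enzyme, final concentration; Reagent: 10 nM SCFSkp2-Nedd8OG; Compound dosing: 12.5 µM single point; Times: reaction 90 min, room temperature; Technique: fluorescence polarization readout.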
# Rpn11 block – Rpn11 (PSMD14) deubiquitinase inhibitors, primary screen, biochemical, fluorescence polarization, uHTS; hit rate 0.59% among 360,000; calls only at 20 µM; human 26S proteasome, Ub4-pepOG fluorescence polarization; 20S core pre-blocked with epoxomicin;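 active = inhibition at 20 µM, scaled to each plate's controls, above about 33%, limit read from the data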
# Target sequence (O00487 whole entry, looked up): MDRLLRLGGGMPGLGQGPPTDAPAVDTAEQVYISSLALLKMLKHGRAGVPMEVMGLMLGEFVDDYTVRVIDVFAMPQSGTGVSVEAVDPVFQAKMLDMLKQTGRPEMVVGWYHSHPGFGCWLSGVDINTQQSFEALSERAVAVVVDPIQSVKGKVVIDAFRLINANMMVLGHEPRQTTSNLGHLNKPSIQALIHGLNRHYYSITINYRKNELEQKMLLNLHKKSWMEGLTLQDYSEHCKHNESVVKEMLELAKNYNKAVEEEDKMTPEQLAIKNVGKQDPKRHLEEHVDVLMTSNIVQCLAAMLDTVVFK
# SUMO1 PPI mod – modulators of SUMO1 protein-protein interactions, primary screen, biochemical, uHTS; inhibition, % at 20 µM; SUMO1 binding to a labelled peptide, TR-FRET, 1 h; AID 602429, 2012; hit rate 0.33% among 360,000; Small ubiquitin-related modifier 1 (Homo sapiens), P63165; in the data active = inhibition above about 37%
# An asterisk follows results filed as active; i = inactive; / = not tested or not shown; + = active, no number.
SMILES,LMPTP inh,STEP block,Scp-1 inhibitor,NadD inh,MsrA inhibitor,DNMT1 inh,TbMetRS inhib,CSN deneddyl inh,Rpn11 block,SUMO1 PPI mod
CCCN1C(=O)/C(=C/c2ccc(OCC(=O)OCC)cc2)NC1=S,0.8,3,-6,-13,2.3,4,-0.7,5,i,-18
O=[N+]([O-])c1ccc(Oc2ncccn2)cc1,-1.2,1,-4,-4,0.8,-4,0.0,3,i,-24
CC(=O)c1cnc2nc(SCc3ccc(C)cc3)nn2c1C,-2.1,-1,-6,-6,-1.2,-3,-0.5,6,i,1
CNC(=O)C(NC(=O)c1ccccc1)=C(C)C,-0.2,0,-4,-3,-0.1,5,-0.3,5,i,1
N#Cc1cc(C(=O)c2cc(Br)ccc2O)cn(Cc2ccccc2)c1=O,1.8,5,-4,12,-0.3,1,0.7,7,+,-1
COCCN(CCOC)c1nc(N)c2c(N)nc3c(c2c1C#N)CC(=O)N3Cc1ccc(Cl)cc1,2.8,1,5,-4,1.9,-13,-0.3,4,i,-1
CCCCCCN1C[C@@H](O)[C@H](n2cc(COC(=O)c3ccccc3)nn2)C[C@@H]1c1ccc(C)cc1,4.4,2,/,1,-0.2,-6,-0.8,-1,i,3
COc1ccc(NS(=O)(=O)c2ccc(C)c(C(=O)N(C)CC(=O)Nc3cccc(OC)c3)c2)cc1,-0.7,-4,0,-2,0.5,-1,0.2,0,i,-4
Cc1cc(C)nc(N/N=C/c2ccc(Cl)cc2)n1,0.5,0,-3,2,0.3,-4,0.4,1,i,-9
O=C(CN1C(=O)C2CC=CCC2C1=O)Nc1nnc(SCc2ccc(F)cc2)s1 (configuration not stated),1.1,-2,0,1,1.4,0,-1.3,0,i,1

# An excerpt from above in order of their number in MsrA inhibitor, descending:
smiles	MsrA inhibitor
CCCN1C(=O)/C(=C/c2ccc(OCC(=O)OCC)cc2)NC1=S	2.3
CNC(=O)C(NC(=O)c1ccccc1)=C(C)C	-0.1
N#Cc1cc(C(=O)c2cc(Br)ccc2O)cn(Cc2ccccc2)c1=O	-0.3

# Following part:
SMILES,LMPTP inh,STEP block,Scp-1 inhibitor,NadD inh,MsrA inhibitor,DNMT1 inh,TbMetRS inhib,CSN deneddyl inh,Rpn11 block,SUMO1 PPI mod
COc1ccc(/C=C2/C(=O)N(Cc3ccccc3)N=C2C)cc1,-0.4,0,-4,3,-0.5,10,0.4,4,i,10
COc1ccc(Cl)c2sc(N(CCN(C)C)C(=O)c3ccc4c(c3)OCCO4)nc12,0.2,-1,4,0,0.7,-4,-0.3,-5,i,1
CN(CC(=O)NCCc1ccc(S(N)(=O)=O)cc1)CC(=O)Nc1ccc(F)c(F)c1F,0.0,-2,-10,-1,-0.8,2,-0.2,4,i,3
CCOC(=O)c1c(NC(=O)c2ccc(Br)o2)sc2c1CCCC2,3.5,6,-4,-11,-1.2,4,-0.2,-10,i,0
CSc1nc(C(=O)N2CCCC(C(=O)c3ccc(Cl)cc3)C2)cs1 (configuration not stated),0.7,0,-8,-7,0.7,-1,0.6,-3,i,6
O=C(OC1CCOC1=O)c1cccc(S(=O)(=O)N2CCc3ccccc3C2)c1 (configuration not stated),0.4,2,-7,-6,0.3,-2,-0.3,-4,i,2
CC12CCC(C(S(=O)(=O)Nc3ccccc3)C1=O)C2(C)C (configuration not stated),-1.0,4,-8,-1,-0.3,4,-0.1,-3,i,2
Nc1nonc1-n1nnc(C(=O)N/N=C/c2ccccc2)c1CN1CCc2ccccc21,1.5,2,7,61*,0.7,-13,-0.9,4,i,1
N#Cc1ccccc1NC(=O)c1ccccc1OCC(=O)NCc1ccco1,1.4,1,3,-2,/,2,-1.2,7,i,1
CCOc1ccc(CCNC(=O)c2cccc(NC3=NC4CS(=O)(=O)CC4S3)c2)cc1 (configuration not stated),0.4,-3,-1,3,0.3,0,-0.3,0,i,-5
COc1ccc(CN(C)C(=O)Cn2ccc(NC(=O)OCc3ccccc3)nc2=O)cc1OC,-0.9,-2,0,-1,-1.6,4,0.0,-4,i,4
COc1cc(-c2nc(-c3cccc(C(F)(F)F)c3)no2)cc(OC)c1OC,5.3,2,5,-5,0.5,2,-0.2,8,i,3
Cc1ccc(-n2ncc(C#N)c2/N=C/N2CCCCCC2)cc1,1.1,5,-2,-4,-1.4,-2,-0.6,2,i,0
Cc1noc(C)c1COc1ccc(C(=O)OC(C)C(=O)Nc2ccc(N3CCOCC3)cc2)cc1 (configuration not stated),-1.2,8,-5,-3,0.6,-6,-1.0,3,i,3
COc1cc(O)c(C(CCN2CCCC(C)C2)c2ccc(N(C)C)cc2)c(OC)c1 (configuration not stated),-1.1,1,-3,-6,-0.3,-1,0.0,0,i,6
COc1ccc(CSc2nc3nc(C)cc(C)n3n2)cc1F,-0.9,2,5,-1,0.7,-1,-0.8,0,i,6
COc1ccc(-c2cc(C)no2)cc1S(=O)(=O)N1CCOc2ccc(Cl)cc21,3.6,2,-5,-13,-0.7,-1,-0.2,19,/,5
Cn1c(N)c(C(=O)COC(=O)CSc2ccccc2)c(=O)n(C)c1=O,-0.6,-1,-2,1,-0.2,8,-1.1,4,i,0
C/C=C(/C)C(=O)O[C@@H]1Cc2c(ccc3ccc(=O)oc23)OC1(C)C,0.2,8,-6,1,1.5,1,-0.1,-7,i,3
Cn1cnnc1SCC(=O)NCCc1ccccc1,0.3,0,-5,3,0.6,10,0.4,-1,i,-2
CC(C)CC(=O)Nc1ccc(C(=O)Cn2nc(C(=O)O)c3ccccc3c2=O)cc1,-2.4,3,0,4,0.9,4,-0.7,12,i,-5
Cc1cc(C(=O)N/N=C\c2cc(C(C)(C)C)ccc2O)n[nH]1,2.4,1,-2,-1,/,0,-0.1,-1,i,-6
CC(C)(C)n1ncc2c(=O)n(CC(=O)Nc3ccc4c(c3)OCO4)cnc21,-0.7,-1,-13,3,-0.5,0,0.1,-8,i,-3
O=C1NC(=O)C2(CCCc3c([N+](=O)[O-])cccc32)N1 (configuration not stated),-3.0,1,/,-1,1.2,1,-0.1,-1,i,-12
COc1cc(S(=O)(=O)NCc2ccc3c(c2)OCO3)ccc1Cl,-1.8,1,-5,-2,0.3,0,-0.4,2,i,1
CCNC(=O)c1c(C)nc2ccccn12,-2.0,2,4,6,-0.4,0,-1.1,-1,i,5
CC(=O)Oc1c(S(=O)(=O)c2ccccc2)c(C)nn1C(C)(C)C,-1.6,-4,-7,-3,-0.2,0,-0.4,-3,i,1
COC1C=CC(CNC(=O)c2cc3c(=O)n4cccc(C)c4nc3n2C)(OC)O1 (configuration not stated),1.6,2,-9,12,1.2,5,-0.2,-1,i,-6
CCc1ccc(C(=O)OCC(=O)N(CC)c2c(N)n(Cc3ccccc3)c(=O)[nH]c2=O)cc1,-1.0,-1,-10,16,-0.3,4,0.0,1,i,2
Cc1cccc(C)c1NC(=O)NC1(C(=O)N2CCN3CCCC3C2)CCCCC1 (configuration not stated),-1.5,0,70*,-3,-0.4,2,0.2,-2,i,6

# Quoted from the listing.
# O=C1NC(=O)C2(CCCc3c([N+](=O)[O-])cccc32)N1 (configuration not stated) in TbMetRS inhib reads -0.1
# CC(=O)Oc1c(S(=O)(=O)c2ccccc2)c(C)nn1C(C)(C)C in MsrA inhibitor reads -0.2
# CCc1ccc(C(=O)OCC(=O)N(CC)c2c(N)n(Cc3ccccc3)c(=O)[nH]c2=O)cc1 in LMPTP inh reads -1.0
# Cc1cccc(C)c1NC(=O)NC1(C(=O)N2CCN3CCCC3C2)CCCCC1 (configuration not stated) in LMPTP inh reads -1.5
# CCNC(=O)c1c(C)nc2ccccn12 in SUMO1 PPI mod reads 5
# COc1cc(S(=O)(=O)NCc2ccc3c(c2)OCO3)ccc1Cl in TbMetRS inhib reads -0.4
# CC(C)(C)n1ncc2c(=O)n(CC(=O)Nc3ccc4c(c3)OCO4)cnc21 in SUMO1 PPI mod reads -3

# Carrying on:
SMILES,LMPTP inh,STEP block,Scp-1 inhibitor,NadD inh,MsrA inhibitor,DNMT1 inh,TbMetRS inhib,CSN deneddyl inh,Rpn11 block,SUMO1 PPI mod
CCc1noc(C)c1C(=O)Nc1nc(-c2ccc(Cl)cc2Cl)c(C)s1,0.2,0,-5,6,2.3,6,0.0,-8,i,-6
CCc1n[nH]c(=S)n1/N=C/c1ccc2c(c1)OCO2,0.0,-6,0,-3,2.1,8,-0.8,2,i,-1
C/C(=C/C(=O)O)C(=O)Nc1cccc(C(F)(F)F)c1,-1.0,-3,0,-1,1.0,1,-0.2,6,i,4
Fc1ccc(COc2ccc(-c3nnco3)cc2)cc1,0.9,1,-2,-5,-0.1,5,-0.2,-1,i,2
COc1ccc(C(=O)NC(=S)Nc2cccc3ncccc23)cc1[N+](=O)[O-],13,3,-10,8,2.5,-9,0.1,4,i,56*
COc1cccc(NC(=O)CN(C)C(=O)c2cccc(S(=O)(=O)N3CCN(c4ccccc4)CC3)c2)c1,-2.0,0,3,-4,-0.3,-1,-0.7,4,i,4
COc1ccc(Cn2nnc(C(=O)Nc3ccc(F)cc3)c2N)cc1,-1.4,0,-8,-1,0.4,3,-1.7,2,i,12
